# GPR55 LPI antagonism: GPR55 antagonists blocking LPI-driven arrestin recruitment, primary screen, imaging, U2OS, beta-arrestin-GFP, LPI agonist (AID 2013) | U2OS GPR55 beta-arrestin-GFP translocation imaging, LPI antagonism; higher % means a stronger effect | inhibition, % at 10 µM, or IC50 in µM where a hit was titrated | 290,000 tested, 0.13% active;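 active = spots per cell inhibited over 60%, with over 100 cells counted and total cytoplasm intensity under 500,000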;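 also: U2OS cells stably carrying GPR55 and arrestin-GFP stimulated by 5 µM LPI near EC80; imaged beta-arrestin-GFP aggregate spots per cell after agonist stimulation; plate controls were LPI-stimulated DMSO wells for no effect and DMSO wells without LPI for full effect; some results filed as inactive read as strong as hits; confirmed hits need IC50 under 10 µM and bright autofluorescent wells are also inconclusive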
# HIV peptide binding: cell-free HIV fusion peptide-binding blockers – biochemical, uHTS, fluorescence dequenching, primary screen (AID 1986) | inhibition, % at 20 µM; hits with a dose series show IC50 in µM | cell-free peptide binding, fluorescence dequenching, 30 min; higher % means a stronger effect | 290,000 tested, 0.3% active; in the data active = inhibition mostly above about 52%, no sharp cut-off; inactive = mostly below about 76%; also: some results filed as inactive read as strong as hits
# NOD1 inhibition: inhibition of NOD1-driven NF-kB reporter – cell-based, luminescence, uHTS, primary screen (AID 1578); 290,000 tested, 1% active; NOD1-driven NF-kB luciferase reporter cells, luminescence; higher % means a stronger effect; one-dose inhibition, % at 4 µM; EC50 in µM for titrated hits; in the data active = inhibition mostly above about 36%, no sharp cut-off; inactive = mostly below about 34%;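 also: HEK-293T reporter cells stimulated with the NOD1 agonist gamma-tri-DAP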
# MgcRacGAP inhibition: MgcRacGAP GTPase-activating activity inhibitors, confirmation, biochemical, ADP Hunter fluorescence; MgcRacGAP-stimulated Rac1 GTP hydrolysis, ADP Hunter fluorescence; higher % means a stronger effect; GST-tagged Rac1 F28L mutant substrate; inhibition, % at 30 µM; hits with a dose series show IC50 in µM; 340,000 tested, 0.6% active;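 active = first-screen hits whose inhibition reached a set limit at any dose in the follow-up dose series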;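 also: fluorescence reports GDP produced by GAP-driven GTP hydrolysis; strong numbers were not always called active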
# NOD2 inhibition: NOD2 signaling inhibitors, cell-based, luminescence, uHTS, HEK293 (AID 1566). HEK293 NOD2/NF-kB luciferase reporter, luminescence; higher % means a stronger effect. inhibition, % at 4 µM; hits with a dose series show EC50 in µM. 290,000 tested, 0.63% active; also: many of its hits are not listed in these tables
# GPR55 beta-arrestin: GPR55 agonists via beta-arrestin recruitment, primary screen, imaging, U2OS cells, beta-arrestin-GFP redistribution (AID 1961). U2OS GPR55 beta-arrestin-GFP redistribution imaging; higher % means a stronger effect. activation, % at 10 µM, or EC50 in µM where a hit was titrated. 290,000 tested, 0.048% active;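 active = activation above 40% with more than 50 cells counted in the well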;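 also: U2OS osteosarcoma cells stably expressing GPR55 and beta-arrestin-GFP; plate controls were DMSO negative control for no effect and LPI positive control for full effect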
# KOR beta-arrestin-1: kappa opioid receptor blockers – cell-based, luminescence, uHTS (AID 1778); 290,000 tested, 0.091% active; inhibition, % at 10 µM; hits with a dose series show IC50 in µM; KOR beta-arrestin recruitment, luminescence, antagonist mode; higher % means a stronger effect; also: strong numbers were not always called active
# Large T inhibition: TAg ATPase/helicase activity blockers – biochemical (AID 1903); 310,000 tested, 0.39% active; inhibition, % at 20 µM; hits with a dose series show IC50 in µM; SV40 large T antigen ATPase/helicase inhibition assay; higher % means a stronger effect; in the data active = a potency from the dose series; also: strong numbers were not always called active
# KOR beta-arrestin-2: KOR agonists, beta-arrestin recruitment, primary screen, cell-based, luminescence, uHTS (AID 1777). activation, % at 10 µM, or EC50 in µM where a hit was titrated. KOR beta-arrestin recruitment, luminescence; higher % means a stronger effect. 280,000 tested, 0.02% active; in the data active = activation above about 50%, passing the limit was not always enough; also: a part of the inactive calls stands beside numbers as strong as those of hits
# Numbers without * were called inactive; / = not tested or not shown; [ ] = remark or other dose. Rule as the data show it, unless noted: active = inhibition above about 50%; inactive = the rest.
SMILES,GPR55 LPI antagonism,HIV peptide binding,NOD1 inhibition,MgcRacGAP inhibition,NOD2 inhibition,GPR55 beta-arrestin,KOR beta-arrestin-1,Large T inhibition,KOR beta-arrestin-2
CCOC(=O)c1c(C)[nH]c(C(=O)COC(=O)CNC(=O)C2CCCCC2)c1C,3%,1.9%,2%,8%,14%,0.2%,-29%,7%,-5.1%
COCCCNC(=O)C1C2C=CC3(CN(Cc4ccc(C)cc4)C(=O)C13)O2 (configuration not stated),22%,-1.9%,5%,5%,3%,-0.1%,6%,7%,-1.0%
O=C(O)CCC(=O)Nc1ccccc1C(=O)Nc1ccccc1,5%,-2.2%,7%,-2%,8%,0.2%,-44%,-1%,0.4%
O=[N+]([O-])c1ccc2nc(-c3ccccc3[N+](=O)[O-])[nH]c2c1,9%,-0.2%,-29%,-4%,-6%,0.6%,8%,13%,1.7%
C=CCc1c(C)nc(C)nc1N/N=C/c1ccc([N+](=O)[O-])cc1,11%,0.6%,6%,4%,3%,-0.1%,10%,11%,2.3%
Cc1noc(NS(=O)(=O)c2ccc(NC(=O)Nc3ccc(Cl)c(Cl)c3)cc2)c1C,11%,20µM*,-3%,14%,0%,-0.2%,-11%,11%,1.9%
Cc1cc(=O)nc2c3ccccc3n(CC(=O)NCCCN3CCCC3=O)n12,-27%,0.5%,22%,4%,10%,0.3%,-29%,4%,4.5%
CN(C)c1cccc(C(=O)OCc2cc(=O)oc3cc(O)ccc23)c1,0%,10%,-49%,13%,-28%,-0.1%,0%,25%,0.8%
CC(Sc1ncnc2ccccc12)C(=O)Nc1ccc2c(c1)OCCO2 (configuration not stated),-16%,-2.4%,15%,2%,28%,-0.2%,-29%,14%,3.5%
O=C1N=C(N2CCN(c3cccc4ccccc34)CC2)S/C1=C/c1cccs1,6%,-3.3%,20%,11%,8%,-0.3%,4%,5%,0.2%
Cc1sc2ncnc(SCC(=O)NCC(C)C)c2c1C,-4%,2.1%,-3%,6%,10%,0.0%,15%,4%,0.6%
COc1cc2c(cc1O)C(Cc1ccc(O)cc1)NCC2 (configuration not stated),-4%,12%,-42%,2%,-7%,0.6%,9%,14%,-1.1%
Cc1cccc(NC(=O)c2cc3cc([N+](=O)[O-])ccc3s2)n1,12%,-0.9%,-18%,0%,2%,0.6%,4%,2%,-2.7%
CN(C)/C=C/C(=O)c1ccc(C(F)(F)F)cc1F,1%,-0.9%,-32%,-1%,2%,-0.2%,-20%,-2%,-1.2%
O=C(Nc1ccccc1C(=O)NCCN1CCOCC1)c1ccco1,6%,-0.7%,1%,4%,-17%,-0.2%,-25%,6%,-2.3%
O=C(O)CCC(=O)NCC(=O)c1ccc(F)cc1,-4%,-0.1%,-10%,/,-6%,0.3%,-27%,10%,-1.1%
Cc1cccc(NC(=O)CC2(CC(=O)O)CCCC2)c1,8%,-1.0%,-3%,2%,-3%,1.5%,-14%,5%,-2.6%
S=C(c1nc2ccccc2[nH]1)N1CCOCC1,-7%,2.2%,-30%,5%,9%,0.4%,-8%,11%,1.7%
Cc1c(NC(=O)COC(=O)c2c3c(nc4ccccc24)CCCC3)c(=O)n(-c2ccccc2)n1C,5%,-0.3%,-19%,4%,12%,-0.2%,-23%,4%,0.7%
Cn1cnnc1SCC(=O)Nc1nc(-c2ccc(F)cc2)cs1,9%,0.9%,-28%,10%,2%,0.1%,-2%,2%,-7.3%
COc1ccc(S(=O)(=O)NCc2cccnc2)cc1NC(=O)c1ccccc1,16%,-0.9%,-10%,5%,-1%,-0.1%,-30%,3%,-0.4%
CC(=O)Oc1ccc(-c2csc(Nc3cccc(C)n3)n2)cc1,10%,1.3%,-16%,8%,-76%,0.3%,-25%,12%,0.4%
O=C(CN(c1ccccc1)S(=O)(=O)c1ccccc1)N1CCN(Cc2ccc3c(c2)OCO3)CC1,-2%,-2.4%,-21%,5%,-10%,-0.2%,14%,1%,-4.2%
CN(Cc1nc(-c2ccncc2)no1)S(=O)(=O)c1ccccc1,-7%,-1.7%,39%,3%,3%,-0.2%,-65%,14%,0.9%
NC(=O)COC(=O)c1cc(Cl)cc(Cl)c1N,-8%,-2.3%,-11%,6%,12%,0.3%,12%,-2%,-6.0%
CC(C)(C)C(=O)Nc1ccc(NC(=O)C(C)(C)C)cc1,-13%,0.1%,11%,4%,3%,-0.1%,19%,-6%,7.8%
O=C(Cn1nc(-c2ccccc2)ccc1=O)Nc1ccc(N2CCN(C(=O)c3cccs3)CC2)cc1,3%,-2.1%,-6%,12%,10%,-0.1%,-7%[20 µM],17%,/
CCOc1cc2[nH]c(=S)n(CCOC)c(=O)c2cc1OCC,-1%,-2.1%,-8%,9%,-3%,0.6%,22%,-4%,-0.5%
CCCS(=O)(=O)c1cn2cccc(N)c2c1S(=O)(=O)CCC,16%,30%,-27%,9%,-9%,-0.1%,18%,3%,-1.2%
Cc1cc(C)n2nc(SCc3nnc(-c4ccc(F)cc4)o3)nc2n1,5%,-2.2%,-19%,/,20%,0.8%,-14%,6%,-5.5%
Nc1ncnc2c1CCC2,-8%,-2.3%,15%,4%,3%,-0.1%,19%,4%,0.3%
CC(C)C12CN(C(=O)c3ccccc3[N+](=O)[O-])CC(C(C)C)(CN(C(=O)c3ccccc3[N+](=O)[O-])C1)C2=O,3%,-1.0%,-3%,-6%,2%,0.3%,-2%,9%,0.3%
CC(C)(C)NCC(O)COc1ccccc1C(C)(C)C (configuration not stated),10%,0.5%,5%,-1%,2%,0.6%,-2%,1%,3.7%
COc1ccccc1NC(=O)N1CCN(c2cccc(C(F)(F)F)c2)CC1,-4%,-1.0%,-13%,11%,7%,0.1%,11%,8%,-1.2%
N#C/C(=C(/O)c1ccccc1F)c1nc2cc(C(F)(F)F)ccc2s1,-5%,16%,-29%,7%,-19%,-0.2%,11%,12%,0.5%
COc1ccc(-n2nc(C(=O)NCCCN3CCCC3=O)c3c4ccccc4n(C)c3c2=O)cc1Cl,15%,0.3%,-9%,-30%,24%,0.5%,-3%,7%,0.9%
CCOC(=O)C1CCN(C(=O)CSc2nc3ncccc3[nH]2)CC1,11%,-1.3%,-27%,8%,1%,-0.3%,1%,14%,-1.0%
OCCC#Cc1ccc(CN2CCN(CCc3ccccc3)C(CCO)C2)cc1 (configuration not stated),-12%,-0.3%,-23%,14%,-10%,-0.2%,16%[20 µM],8%,/
O=C(Nc1nc(-c2ccccc2)c(-c2ccccc2)s1)c1ccc(S(=O)(=O)N2CCCC2)cc1,10%,0.9%,-26%,10%,-2%,0.8%,-6%,4%,-2.1%
COc1cc(C(=O)NC(=S)Nc2csc(-c3ccc(F)cc3)n2)cc(OC)c1OC,5%,1.3%,-6%,6%,-2%,0.2%,12%,4%,1.4%
COc1ccc(-c2csc(NC(=S)NC(=O)c3ccc4ccccc4c3)n2)cc1OC,21%,-1.2%,14%,5%,-5%,-0.1%,-31%,6%,2.0%
CCCCSCCCNC(=O)C1CCC(CNS(=O)(=O)c2ccccc2)CC1 (configuration not stated),3%,1.9%,-8%,4%,1%,0.3%,3%,5%,-1.4%
Cc1cc(Br)c(S(=O)(=O)NCCN2CCOCC2)cc1C,12%,1.1%,-16%,0%,-5%,0.2%,14%,-2%,-0.1%
O=C(c1cccc(N2CCCC2=O)c1)N1CCN(c2ccc(F)cc2)CC1,-2%,-1.0%,-20%,-7%,17%,-0.1%,20%,6%,1.6%
Cc1ccc2cc(CN(CC3CCCO3)S(=O)(=O)c3c(C)ccc4nsnc34)c(=O)[nH]c2c1 (configuration not stated),-2%,2.2%,-26%,6%,0%,-0.3%,-27%,6%,2.0%
NC(=O)c1ccc(CN2CCC(Cc3ccccc3)CC2)cc1,-4%,0.6%,-3%,-4%,6%,0.2%,-31%[20 µM],8%,-2.5%
CC(C(=O)NC(C)(C)C)N(C(=O)CS(=O)CC(=O)Nc1ccc(F)cc1)c1ccccc1F (configuration not stated),1%,1.9%,-2%,12%,5%,0.6%,1%,4%,-3.5%
O=C(CSc1nnc(CN2CCOCC2)n1-c1ccccc1)N1CCc2ccccc21,8%,-2.6%,-19%,5%,7%,-0.1%,14%,2%,-3.4%
Cc1cc(C)c2oc(=O)cc(CN3CCCCC3)c2c1,3%,-0.8%,-2%,7%,1%,0.0%,22%,27%,-3.3%
O=C(NCCCCNC(=O)c1ccccc1F)c1ccccc1F,2%,-1.1%,-21%,5%,7%,0.2%,10%[20 µM],13%,-4.2%
O=[N+]([O-])c1ccc(N2CCCC2)nc1N1CCCC1,-6%,-0.1%,-9%,6%,8%,0.2%,1%,9%,0.7%
O=C(O)CSCc1ccc(Cl)cc1,-8%,0.3%,-12%,5%,13%,-0.4%,17%,-1%,-0.2%
Cc1ccc(C(=O)OCC(=O)Nc2ccc(N(C)C)cc2)cc1NC(=O)c1ccco1,-1%,-5.2%,10%,22%,-15%,0.0%,-14%,24%,-2.0%
O=C1CCC([N+](=O)[O-])C(c2cccc(Cl)c2Cl)N1 (configuration not stated),7%,1.4%,-3%,8%,-7%,-0.1%,19%,12%,0.8%
CCCCC(=O)Nc1ccc2c(c1)nc1n2CCN(CCOC)C1,-8%,-0.3%,-5%,/,13%,-0.1%,/,6%,/
O=C(C1CCN(S(=O)(=O)c2cccnc2)CC1)N1CCN(c2ccccc2Cl)CC1,-3%,-2.0%,-4%,10%,1%,-0.2%,1%,21%,6.5%
COc1ccc(N(C(=O)c2ccc(S(=O)(=O)N3CCCC3)cc2)C2C=CS(=O)(=O)C2)cc1 (configuration not stated),2%,1.9%,-55%,7%,4%,0.3%,-4%,4%,-2.2%
COc1ccc(OCC(=O)O/N=C(\N)Cc2ccc(Cl)cc2)cc1,-19%,-2.1%,-2%,0%,-3%,-0.2%,-29%,15%,3.4%
CCN(CC)S(=O)(=O)c1cc(C(=O)OCC(=O)Nc2ccc(-c3nc4ccc(C)cc4s3)cc2)ccc1F,0%,0.0%,-30%,4%,6%,-0.2%,-2%,9%,1.9%
CN(C)CC(O)COc1ccc(-c2ccc(C#N)cc2)cc1 (configuration not stated),3%,0.3%,1%,/,13%,-0.1%,3%,5%,-3.2%
COc1ccc(NC(=O)CSc2nn3c(=O)c(C)nnc3s2)cc1,1%,0.7%,-20%,10%,2%,-0.1%,0%,16%,1.7%
CCOc1ccc(N2C(=O)C(CC(=O)Nc3ccccc3)N(Cc3ccccn3)C2=S)cc1 (configuration not stated),4%,2.6%,-33%,0%,-11%,0.5%,8%,6%,-1.6%

# Rewritten with two lines to a compound: entries from further up.
# Every second line gives: GPR55 LPI antagonism	HIV peptide binding	NOD1 inhibition	MgcRacGAP inhibition	NOD2 inhibition	GPR55 beta-arrestin	KOR beta-arrestin-1	Large T inhibition	KOR beta-arrestin-2
- Cn1cnnc1SCC(=O)Nc1nc(-c2ccc(F)cc2)cs1
    9%	0.9%	-28%	10%	2%	0.1%	-2%	2%	-7.3%
- COc1ccc(S(=O)(=O)NCc2cccnc2)cc1NC(=O)c1ccccc1
    16%	-0.9%	-10%	5%	-1%	-0.1%	-30%	3%	-0.4%

# This is a subset; count on the stated rates, not on these rows.
